BioA inh: M. tuberculosis BioA enzyme inhibitors, primary screen, biochemical, plate reader, single point, HTS | inhibition, % at 9.99 µM | purified M. tuberculosis BioA enzyme | hit rate 0.096% among 360,000; in the data active = inhibition above about 40%
Active calls of the source: *.

CCC(=O)N1[C@@H]2c3ccc(-c4ccncc4)c(=O)n3C[C@@H]2[C@@H](CO)[C@@H]1C(=O)Nc1ccccc1
  BioA inh = -0.2

COC(=O)[C@@H]1[C@@H](CO)[C@@H]2Cn3c(ccc(-c4ccccc4)c3=O)[C@@H]2N1C(=O)C1CC1
  BioA inh = -1.1

Cc1ccc(-c2cnc3c(c2)C(=O)N([C@H](C)CO)C[C@H](C)[C@@H](CN(C)C(=O)c2ccc(F)cc2)O3)cc1
  BioA inh = 3.7

COc1ccc(S(=O)(=O)Nc2ccc3c(c2)CC(=O)N([C@H](C)CO)C[C@@H](C)[C@@H](CN(C)S(=O)(=O)c2ccc(C)cc2)O3)cc1
  BioA inh = 3.2

O=C(C[C@@H]1C[C@H]2c3cc(NS(=O)(=O)c4ccc(F)cc4)ccc3O[C@H]2[C@H](CO)O1)NC1CCCCC1
  BioA inh = 0.5

CC(C)NC(=O)Nc1ccc2c(c1)C(=O)N([C@H](C)CO)C[C@@H](C)[C@H](CN(C)CC1CC1)OCCCC[C@H](C)O2
  BioA inh = -2.3

O=C(C[C@H]1CC[C@@H](NC(=O)CCN2CCCCC2)[C@@H](CO)O1)NCc1ccc(Cl)c(Cl)c1
  BioA inh = 2.9

C[C@H](CO)N1C[C@H](C)[C@@H](CN(C)C(=O)CCCN(C)C)OCCCC[C@H](C)Oc2ccc(NC(=O)c3ccncc3)cc2C1=O
  BioA inh = 1.5

COCC(=O)N1[C@@H]2CN(C(=O)c3cccnc3)c3ccccc3[C@@H]2[C@@H]1CO
  BioA inh = 2.1

C[C@H]1CN([C@@H](C)CO)C(=O)c2cc(C#Cc3cccnc3)cnc2O[C@@H]1CN(C)C
  BioA inh = 13

C[C@@H]1CCCCO[C@H](CN(C)C(=O)Nc2ccccc2)[C@@H](C)CN([C@H](C)CO)C(=O)c2cc(NS(=O)(=O)c3cccs3)ccc2O1
  BioA inh = 15

C[C@H](CO)N1C[C@H](C)[C@@H](CN(C)Cc2ccncc2)Oc2ccc(NS(=O)(=O)c3cccs3)cc2CC1=O
  BioA inh = 0.2

COc1ccc(S(=O)(=O)Nc2ccc3c(c2)C(=O)N([C@H](C)CO)C[C@H](C)[C@@H](CN(C)C(=O)CCC(F)(F)F)OCCCC[C@@H](C)O3)cc1
  BioA inh = -1.5

CCNC(=O)[C@@H]1[C@@H](CO)[C@@H]2Cn3c(ccc(-c4ccccc4F)c3=O)[C@@H]2N1CC
  BioA inh = -1.0

O=C(Cc1cccnc1)N1CCCCN2[C@H](C1)[C@@H](c1ccc(C#CC3(O)CCCC3)cc1)[C@@H]2CO
  BioA inh = -4.7

COc1ccc(NC(=O)Nc2ccc3c(c2)C(=O)N([C@H](C)CO)C[C@@H](C)[C@H](CN(C)Cc2ccc(C(=O)O)cc2)OCCCC[C@H](C)O3)cc1
  BioA inh = 0.2

CC(C)CC#Cc1ccc2c(c1)O[C@@H](CN(C)C(=O)C1CCCCC1)[C@H](C)CN([C@H](C)CO)S2(=O)=O
  BioA inh = -0.8

COc1ccc(S(=O)(=O)Nc2ccc3c(c2)C(=O)N([C@@H](C)CO)C[C@@H](C)[C@@H](CN(C)C(=O)Nc2ccc(F)cc2)OCCCC[C@@H](C)O3)cc1
  BioA inh = -1.9

C[C@@H]1CN([C@H](C)CO)C(=O)c2cc(NC(=O)CCN3CCOCC3)ccc2O[C@H]1CN(C)CC1CCCCC1
  BioA inh = -1.3

CO[C@H]1CN(C)C(=O)c2ccc(NS(C)(=O)=O)cc2OC[C@@H](C)N(Cc2cncnc2)C[C@H]1C
  BioA inh = -1.0

CCC(=O)Nc1ccc2c(c1)OC[C@@H](C)N(Cc1nccs1)C[C@H](C)[C@H](OC)CN(C)C2=O
  BioA inh = 3.3

C[C@H](O)C#Cc1cnc2c(c1)C(=O)N([C@@H](C)CO)C[C@H](C)[C@H](CN(C)Cc1ccc(-c3ccccc3)cc1)O2
  BioA inh = -3.4

O=C(C[C@H]1C[C@H]2c3cc(NC(=O)Nc4ccccc4F)ccc3O[C@H]2[C@@H](CO)O1)NCc1cc(F)ccc1F
  BioA inh = -3.1

C[C@H]1CN([C@@H](C)CO)C(=O)c2cc(NC(=O)Cc3ccccc3)ccc2O[C@H]1CN(C)CC1CCCCC1
  BioA inh = -0.8

CCCN(C)C[C@H]1Oc2cc(C#C[C@H](C)O)ccc2S(=O)(=O)N([C@@H](C)CO)C[C@H]1C
  BioA inh = -2.1

COc1ccc(NC(=O)Nc2ccc3c(c2)CC(=O)N([C@@H](C)CO)C[C@@H](C)[C@H](CN(C)S(=O)(=O)c2ccc(OC)cc2)O3)cc1
  BioA inh = -3.5

COc1ccc(CN(C)C[C@H]2OCCCC[C@H](C)Oc3ccc(NC(=O)Nc4ccccc4)cc3C(=O)N([C@@H](C)CO)C[C@H]2C)cc1
  BioA inh = -2.5

C[C@@H]1CN([C@@H](C)CO)C(=O)c2cc(NC(=O)Nc3cccc4ccccc34)ccc2O[C@@H]1CN(C)S(=O)(=O)c1cccs1
  BioA inh = -1.9

COc1cccc(C(=O)Nc2ccc3c(c2)OC[C@@H](C)N(CCc2ccccc2)C[C@H](C)[C@H](OC)CN(C)C3=O)c1
  BioA inh = 0.8

COc1ccccc1-c1ccc([C@H]2[C@@H](C#N)N(C(=O)CN(C)C)[C@@H]2CO)cc1
  BioA inh = -0.9

C[C@H]1CN([C@@H](C)CO)C(=O)c2cc(NS(=O)(=O)c3ccc(Cl)cc3)ccc2O[C@@H]1CN(C)Cc1ccc(C(=O)O)cc1
  BioA inh = -1.4

COCCNC(=O)C[C@@H]1CC[C@H](NC(=O)NC2CCCCC2)[C@H](CO)O1
  BioA inh = 0.6

C[C@H](O)C#Cc1ccc([C@H]2[C@H](CO)N3CCCCN(S(=O)(=O)c4ccccc4)C[C@@H]23)cc1
  BioA inh = 0.6

O=C(C[C@H]1C[C@H]2c3cc(NC(=O)c4ccc5c(c4)OCO5)ccc3O[C@H]2[C@@H](CO)O1)NC1CCCCC1
  BioA inh = -1.2

CN1CCN(C(=O)C[C@@H]2C[C@@H]3c4cc(NS(=O)(=O)c5ccc(F)cc5)ccc4O[C@@H]3[C@@H](CO)O2)CC1
  BioA inh = -0.6

C[C@@H]1CN([C@H](C)CO)C(=O)c2cc(C#CCc3ccccc3)cnc2O[C@@H]1CN(C)Cc1cccnc1
  BioA inh = -2.5

CC(C)(C)[S@](=O)N1Cc2cc(C(=O)NCc3ccc4c(c3)OCO4)nc(-c3cccc(-c4cccnc4)c3)c2[C@@H]1CCO
  BioA inh = 26

O=C(c1cccnc1)N1C[C@H]2[C@@H](c3ccccc31)[C@H](CO)N2C(=O)C1CC1
  BioA inh = 2.3

CC(C)NC(=O)N(C)C[C@H]1OCCCC[C@H](C)Oc2ccc(NC(=O)c3ccccc3)cc2C(=O)N([C@H](C)CO)C[C@H]1C
  BioA inh = 1.1

C[C@H]1CN([C@@H](C)CO)C(=O)c2cccc(NC(=O)C3CC3)c2O[C@@H]1CN(C)S(=O)(=O)c1cccs1
  BioA inh = 3.4

A draw from above in order of SMILES length, ascending.
O=C(c1cccnc1)N1C[C@H]2[C@@H](c3ccccc31)[C@H](CO)N2C(=O)C1CC1
  BioA inh = 2.3

C[C@H](O)C#Cc1ccc([C@H]2[C@H](CO)N3CCCCN(S(=O)(=O)c4ccccc4)C[C@@H]23)cc1
  BioA inh = 0.6

C[C@H]1CN([C@@H](C)CO)C(=O)c2cc(NS(=O)(=O)c3ccc(Cl)cc3)ccc2O[C@@H]1CN(C)Cc1ccc(C(=O)O)cc1
  BioA inh = -1.4

The list continues:
COCC(=O)N(C)C[C@H]1Oc2cc(C#CC3CC3)ccc2S(=O)(=O)N([C@H](C)CO)C[C@@H]1C
  BioA inh = -0.5

CC(=O)N[C@H]1CC[C@H](CC(=O)NCc2ccc(Cl)cc2)O[C@H]1CO
  BioA inh = -0.7

O=C(Cc1ccncc1)Nc1ccc2c(c1)[C@H]1C[C@H](CC(=O)N3CCc4ccccc4C3)O[C@@H](CO)[C@H]1O2
  BioA inh = -1.9

CCC(=O)N[C@@H]1CC[C@@H](CC(=O)OC)O[C@@H]1CO
  BioA inh = -0.9

C[C@H](CO)N1C[C@H](C)[C@@H](CN(C)CC2CCCC2)OCc2cn(nn2)CCCC1=O
  BioA inh = -1.8

C[C@@H]1CN([C@@H](C)CO)C(=O)c2cc(-c3ccc(F)cc3)cnc2O[C@H]1CN(C)Cc1cccnc1
  BioA inh = 3.4

CN(C)C(=O)[C@@H]1[C@@H](CO)[C@@H]2Cn3c(ccc(C4=CCCCC4)c3=O)[C@@H]2N1C(=O)c1ccccc1F
  BioA inh = -1.2

CCCC#Cc1cnc2c(c1)C(=O)N([C@@H](C)CO)C[C@@H](C)[C@@H](CN(C)C(=O)Nc1ccccc1F)O2
  BioA inh = 7.0

Cc1noc(C)c1NC(=O)Nc1ccc2c(c1)C(=O)N([C@H](C)CO)C[C@H](C)[C@@H](CN(C)S(=O)(=O)c1c(C)noc1C)OCCCC[C@@H](C)O2
  BioA inh = -0.1

COCCNC(=O)C[C@@H]1C[C@@H]2c3cc(NC(=O)CC4CC4)ccc3O[C@@H]2[C@H](CO)O1
  BioA inh = 1.3

CCCNC(=O)N1C[C@@H](C)[C@H](OC)CN(C)C(=O)c2ccc(NS(=O)(=O)CC(F)(F)F)cc2OC[C@@H]1C
  BioA inh = -2.7

CC(C)NC(=O)N(C)C[C@@H]1Oc2ccc(NS(=O)(=O)c3cn(C)cn3)cc2C(=O)N([C@H](C)CO)C[C@H]1C
  BioA inh = -1.6

Cc1ccc(S(=O)(=O)Nc2cccc3c2O[C@@H](CN(C)C(=O)NC(C)C)[C@@H](C)CN([C@H](C)CO)C3=O)cc1
  BioA inh = -0.7

Cc1noc(C)c1NC(=O)N(C)C[C@@H]1Oc2ccc(NC(=O)C3CCCCC3)cc2C(=O)N([C@@H](C)CO)C[C@@H]1C
  BioA inh = 6.4

Cc1ccccc1S(=O)(=O)N1CC[C@H]2[C@H](CO)Nc3ccc(-c4ccc(C#N)cc4)cc3[C@H]21
  BioA inh = -1.3

C[C@H](CO)N1C[C@H](C)[C@H](CN(C)Cc2ccc(Oc3ccccc3)cc2)OCc2cnnn2CCCC1=O
  BioA inh = -0.7

CO[C@H]1CN(C)C(=O)c2ccc(NS(=O)(=O)c3ccccc3)cc2OC[C@H](C)NC[C@H]1C
  BioA inh = 1.0

C[C@@H]1CCCCO[C@H](CN(C)S(=O)(=O)c2ccc(F)cc2)[C@@H](C)CN([C@@H](C)CO)C(=O)c2cc(NS(C)(=O)=O)ccc2O1
  BioA inh = 1.9

Cc1ccc(S(=O)(=O)Nc2cccc3c2O[C@H](CN(C)C(=O)Nc2ccccc2)[C@@H](C)CN([C@@H](C)CO)C3=O)cc1
  BioA inh = 1.6

COc1ccc(NC(=O)Nc2ccc3c(c2)CC(=O)N([C@H](C)CO)C[C@H](C)[C@H](CN(C)Cc2ccc(Oc4ccccc4)cc2)O3)cc1
  BioA inh = -0.4

CN(C)C(=O)C[C@@H]1C[C@H]2c3cc(NC(=O)c4ccc5c(c4)OCO5)ccc3O[C@H]2[C@@H](CO)O1
  BioA inh = 0.2

CNC[C@@H]1Oc2ccc(NC(=O)Nc3ccc(F)cc3)cc2C(=O)N([C@@H](C)CO)C[C@@H]1C
  BioA inh = -2.9

COc1ccc(CN2[C@@H](CO)[C@@H]3c4ccccc4N(C(=O)Nc4ccc(F)cc4)C[C@@H]32)cc1
  BioA inh = 3.0

C/C=C/c1cnc2c(c1)C(=O)N([C@@H](C)CO)C[C@H](C)[C@@H](CN(C)S(=O)(=O)c1ccc(F)cc1)O2
  BioA inh = 0.6

COc1ccc(NC(=O)Nc2ccc3c(c2)C(=O)N([C@H](C)CO)C[C@H](C)[C@H](CN(C)S(=O)(=O)c2ccc(OC)cc2)OCCCC[C@@H](C)O3)cc1
  BioA inh = -1.4

C[C@@H]1CN([C@@H](C)CO)C(=O)c2cc(-c3cccnc3)cnc2O[C@H]1CN(C)C(=O)c1ccccc1F
  BioA inh = 3.1

C[C@H]1CN([C@@H](C)CO)C(=O)Cc2cc(NC(=O)C3CCCCC3)ccc2O[C@@H]1CN(C)Cc1ccc(C(=O)O)cc1
  BioA inh = -2.2

C[C@H]1CN([C@@H](C)CO)C(=O)Cc2cc(NC(=O)Nc3ccc4c(c3)OCO4)ccc2O[C@@H]1CN(C)C(=O)Nc1ccc(C(F)(F)F)cc1
  BioA inh = -2.4

CN1C[C@H]2[C@@H](c3ccccc31)[C@@H](CO)N2C(=O)c1ccccn1
  BioA inh = -1.5

COc1ccc(NC(=O)N(C)C[C@H]2OCCCC[C@@H](C)Oc3ccc(NC(=O)NC(C)C)cc3C(=O)N([C@@H](C)CO)C[C@H]2C)cc1
  BioA inh = 0.7

Reformatted tab-delimited: part of the list above.
Structure	BioA inh
C[C@H]1CN([C@@H](C)CO)C(=O)Cc2cc(NC(=O)C3CCCCC3)ccc2O[C@@H]1CN(C)Cc1ccc(C(=O)O)cc1	-2.2
C[C@H]1CN([C@@H](C)CO)C(=O)Cc2cc(NC(=O)Nc3ccc4c(c3)OCO4)ccc2O[C@@H]1CN(C)C(=O)Nc1ccc(C(F)(F)F)cc1	-2.4
CN1C[C@H]2[C@@H](c3ccccc31)[C@@H](CO)N2C(=O)c1ccccn1	-1.5

The list goes on:
C[C@@H]1CCCCO[C@@H](CN(C)C(=O)c2ccncc2)[C@@H](C)CN([C@@H](C)CO)C(=O)c2cc(NS(=O)(=O)c3ccc(Cl)cc3)ccc2O1
  BioA inh = 3.5

COCC(=O)N1C[C@@H](C)[C@H](OC)CN(C)C(=O)c2cc(NC(=O)c3ccc(-c4ccccc4)cc3)ccc2OC[C@H]1C
  BioA inh = 1.2

COc1ccc(S(=O)(=O)N2CC[C@@H]3[C@@H](CO)Nc4ccc(-c5cccc(C#N)c5)cc4[C@@H]32)cc1
  BioA inh = -2.3

CCC(=O)N1[C@@H]2c3ccc(C4=CCCCC4)c(=O)n3C[C@@H]2[C@@H](CO)[C@@H]1C(=O)Nc1nccs1
  BioA inh = -0.9

CNC[C@@H]1Oc2ccc(NS(=O)(=O)c3ccccc3)cc2CC(=O)N([C@H](C)CO)C[C@H]1C
  BioA inh = -0.1

O=C(c1ccccc1F)N1CC[C@@H]2[C@H]1c1cc(C#Cc3ccc(F)cc3)ccc1N[C@@H]2CO
  BioA inh = -0.8

CC(C)NC(=O)N(C)C[C@@H]1Oc2ncc(-c3cncnc3)cc2C(=O)N([C@H](C)CO)C[C@@H]1C
  BioA inh = 0.8

Not all compounds are listed; count on the stated rates, not on these rows.
